LYPLA2 inh = LYPLA2 (human) inhibition in PME1 counter-screen; inhibition, % at 5.9 µM; actives 0.38% (n = 320,000); recombinant LYPLA2, FP-Rh probe fluorescence polarization;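 active means inhibition above the screen-wide mean plus 3 SD, limit set per campaign, cut at about 26% in these data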;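 further: 0% = LYPLA2 with DMSO and 100% = wells lacking LYPLA2 enzyme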
PAD4 FP inh = PAD4 (human) enzyme inhibition | Q9UM07 | recombinant PAD4, RCA probe fluorescence polarization | inhibition, % at 6.36 µM | actives 0.41% (n = 330,000);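 active means percent inhibition above a cutoff equal to the mean of all tested compounds plus 3 SD, cut at about 15% in these data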;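 further: 0% = PAD4 with RCA probe and DMSO and 100% = probe without PAD4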
Target sequence (Q9UM07 whole entry, looked up): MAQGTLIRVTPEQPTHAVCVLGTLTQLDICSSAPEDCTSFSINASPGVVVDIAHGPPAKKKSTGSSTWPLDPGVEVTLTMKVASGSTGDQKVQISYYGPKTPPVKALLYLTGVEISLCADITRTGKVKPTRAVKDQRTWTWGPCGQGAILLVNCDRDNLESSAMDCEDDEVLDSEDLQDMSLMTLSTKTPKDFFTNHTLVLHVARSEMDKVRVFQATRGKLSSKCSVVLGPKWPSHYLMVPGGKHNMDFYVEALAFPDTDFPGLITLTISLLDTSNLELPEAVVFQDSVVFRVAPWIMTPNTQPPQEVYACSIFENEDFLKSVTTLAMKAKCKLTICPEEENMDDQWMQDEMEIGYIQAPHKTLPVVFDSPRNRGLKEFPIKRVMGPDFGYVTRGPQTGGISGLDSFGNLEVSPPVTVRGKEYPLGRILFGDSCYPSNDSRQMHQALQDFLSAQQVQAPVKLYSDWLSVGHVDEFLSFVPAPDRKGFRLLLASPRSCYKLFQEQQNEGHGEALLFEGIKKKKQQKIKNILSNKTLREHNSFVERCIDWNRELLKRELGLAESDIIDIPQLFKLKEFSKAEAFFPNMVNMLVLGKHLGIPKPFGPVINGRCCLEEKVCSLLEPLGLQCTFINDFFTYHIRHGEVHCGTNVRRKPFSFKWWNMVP
PAFAH1B2 inh = blocks human PAF acetylhydrolase 1b catalytic subunit 2; recombinant PAFAH1B2, FP-rhodamine activity probe, fluorescence polarization; actives 1.2% (n = 340,000); P68402; inhibition, % at 3.39 µM;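 active means inhibition above the mean of all tested compounds plus 3 SD, cut at about 24% in these data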;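 further: 0% = enzyme with DMSO and 100% = wells lacking PAFAH1B2; many of its hits are not listed in these tables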
PAFAH1B3 FP inh = blocks human PAF acetylhydrolase 1B catalytic subunit 3. Q15102. recombinant PAFAH1B3, FP-rhodamine probe, fluorescence polarization. inhibition, % at 3.39 µM. actives 0.28% (n = 340,000);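 active means inhibition above the screen-wide average of all tested compounds plus 3 SD, cut at about 25% in these data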;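 further: 0% = enzyme with DMSO only and 100% = wells lacking PAFAH1B3 protein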
PREPL inh = inhibitors of human prolyl oligopeptidase-like enzyme PREPL. inhibition, % at 5.96 µM. Q4J6C6. recombinant PREPL, fluorescence polarization activity-based probe. actives 0.68% (n = 320,000); in the data active means inhibition above about 43%;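 further: 0% = enzyme with DMSO and 100% = wells lacking enzyme; many of its hits are not listed in these tables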
LYPLA1 counter = counter-screen for PME1 inhibitors: inhibitors of human LYPLA1; O75608; recombinant LYPLA1, FP-Rh probe fluorescence polarization; inhibition, % at 5.9 µM; actives 0.16% (n = 320,000);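 active means inhibition above the mean of all tested compounds plus 3 SD, set per campaign, cut at about 14% in these data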;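 further: inhibitors block serine hydrolase probe labeling of LYPLA1 so polarization falls; 0% = enzyme with DMSO and 100% = wells lacking LYPLA1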
GSTO1 counter = GSTO1 inhibition, counter-screen for RBBP9 inhibitors. P78417. recombinant GSTO1, activity-based probe fluorescence polarization. inhibition, % at 5.96 µM. actives 1.1% (n = 300,000). AID 1974;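 active means inhibition above the campaign mean inhibition plus 3 SD, cut at about 35% in these data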;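 further: 0% = GSTO1-1 with DMSO and 100% = wells lacking GSTO1-1 enzyme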
PME-1 inh = blocks human protein phosphatase methylesterase 1; actives 0.53% (n = 320,000); recombinant PME-1, FP-Rh probe fluorescence polarization; inhibition, % at 5.9 µM; AID 2130; Q9Y570;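 active means inhibition above the campaign mean of all compounds plus 3 SD, cut at about 26% in these data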;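 further: competitive labeling of PME-1 active site by serine hydrolase directed probe; 0% = PME-1 with DMSO and 100% = wells lacking PME-1 enzyme; inhibitors block probe labeling so polarization falls and inhibition rises; many of its hits are not listed in these tables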
Target sequence (Q9Y570 whole entry, looked up): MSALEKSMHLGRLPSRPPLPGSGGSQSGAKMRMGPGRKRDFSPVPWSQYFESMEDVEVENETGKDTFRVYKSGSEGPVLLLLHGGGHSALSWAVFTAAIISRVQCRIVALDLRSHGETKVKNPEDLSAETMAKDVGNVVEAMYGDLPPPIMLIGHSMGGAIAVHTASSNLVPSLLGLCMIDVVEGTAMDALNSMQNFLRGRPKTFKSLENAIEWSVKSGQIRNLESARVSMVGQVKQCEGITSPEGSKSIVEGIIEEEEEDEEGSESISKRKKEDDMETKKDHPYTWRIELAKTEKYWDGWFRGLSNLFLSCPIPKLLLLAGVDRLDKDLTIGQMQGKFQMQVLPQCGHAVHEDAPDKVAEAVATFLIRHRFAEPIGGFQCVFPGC
pPAFAH FP inh = inhibitors of human plasma PAF acetylhydrolase (pPAFAH); actives 1.5% (n = 330,000); recombinant pPAFAH, FP-rhodamine probe fluorescence polarization; inhibition, % at 3.39 µM; AID 463082; Q13093;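 active means inhibition above the mean inhibition across the screen plus 3 SD, cut at about 25% in these data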;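 further: inhibitors block binding of the rhodamine activity-based probe so polarization drops; 0% = enzyme with DMSO and 100% = wells lacking pPAFAH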
* marks the source's active call; other numbers are inactive results; . = no result given. This is a subset; rates above refer to the full screens.

SMILES	LYPLA2 inh	PAD4 FP inh	PAFAH1B2 inh	PAFAH1B3 FP inh	PREPL inh	LYPLA1 counter	GSTO1 counter	PME-1 inh	pPAFAH FP inh
COc1cccc(NC(=O)CN(C)C(=O)c2cc(-c3ccc(C)o3)nc3ccccc23)c1	-3	1	9	5	-2	-4	.	-3	-1
CCOc1ccccc1N1CCN(C/C=C/c2ccc(N(C)C)cc2)CC1	3	-1	2	5	15	2	13	-2	2
CC12CC3(C)CC(C)(C1)CC(C(=O)NC(=S)N1CCOCC1)(C2)C3	-4	1	1	7	-2	0	-3	3	2
CCCn1c(CCc2ccccc2)nnc1SCC(=O)N1CCOCC1	-2	-2	9	3	-3	-3	3	-2	3
CC(=O)Nc1ccc(NS(=O)(=O)c2ccc(Cl)c(C(=O)O)c2)cc1	0	-5	1	13	-5	-1	-2	0	0
O=C(CCCCCCN1C(=O)c2ccccc2C1=O)N1CCC(c2ccccc2)C1 (centres undefined)	76*	-1	5	8	8	68*	-3	7	6
CCOc1ccc(CNC(=O)C2Cc3cc(S(=O)(=O)N4CCCCC4)ccc3N2C(C)=O)cc1 (centres undefined)	3	6	0	7	10	2	4	5	6
CCOc1ccc(NC(=O)CN(C)C(=O)c2cc3c(s2)CCCCC3)cc1OCC	5	0	7	1	8	0	-2	0	5
COc1cccc2c1Oc1cc([N+](=O)[O-])cc(N(C)C(C)=O)c1C=C2	-2	-4	-3	1	-7	0	5	-2	6
Cc1nnc(SCCn2c(Br)nc3c2c(=O)[nH]c(=O)n3C)s1	12	1	-1	8	10	4	2	6	2
Cc1cc(S(=O)(=O)N(Cc2ccc(C(C)C)cc2)CC2CCCO2)ccc1-n1cnnn1 (centres undefined)	6	-6	2	4	2	-2	-1	2	4
CCOC(=O)c1sc2nc3c(cc2c1N)COC(C)(CC)C3 (centres undefined)	6	-3	4	7	11	2	1	14	6
Cn1ccnc1SCC(=O)NC1CCCC1	2	4	1	-3	21	0	1	9	3
Cc1cccc(N=C2SC(C)CN2C(=O)CN2C(=O)NC3(CCCC3)C2=O)c1 (centres undefined)	-5	-2	1	8	1	-2	-1	-3	4
CN1CCC(NC(=O)c2cccs2)CC1	2	3	2	3	9	-1	4	-5	-5
CC(OC(=O)c1nsc(Cl)c1Cl)C(=O)NCc1ccco1 (centres undefined)	-3	-2	-2	3	9	-2	-3	2	23
CCNc1nc(-c2ccc(Cl)cc2)cs1	4	-1	6	2	20	2	-1	14	5
Cc1ccc(N2C(=O)C3N=NN(CC(=O)N4N=C(c5ccccc5)CC4c4ccccc4)C3C2=O)cc1 (centres undefined)	4	5	-1	7	-1	-1	7	4	5
CC(=O)OC1CC(C)N(C(=O)c2ccccc2)c2ccc(C)cc21 (centres undefined)	-1	-2	4	4	-5	-3	-3	-8	2
NS(=O)(=O)c1ccc(NC(=O)COC(=O)COc2cccc(C(F)(F)F)c2)cc1	4	2	2	5	-4	1	2	1	13

Three entries from above, arranged by the number in PAFAH1B3 FP inh, high to low.
Molecule	PAD4 FP inh	PAFAH1B2 inh	PAFAH1B3 FP inh	PREPL inh	PME-1 inh	pPAFAH FP inh
NS(=O)(=O)c1ccc(NC(=O)COC(=O)COc2cccc(C(F)(F)F)c2)cc1	2	2	5	-4	1	13
CC(=O)OC1CC(C)N(C(=O)c2ccccc2)c2ccc(C)cc21 (centres undefined)	-2	4	4	-5	-8	2
CCOc1ccc(NC(=O)CN(C)C(=O)c2cc3c(s2)CCCCC3)cc1OCC	0	7	1	8	0	5

The listing continues.
SMILES	LYPLA2 inh	PAD4 FP inh	PAFAH1B2 inh	PAFAH1B3 FP inh	PREPL inh	LYPLA1 counter	GSTO1 counter	PME-1 inh	pPAFAH FP inh
COc1ccc(C(=O)Nc2cc3c(cc2N2CCCCC2)n(C)c(=O)n3C)cc1OC	-1	-3	0	10	29	2	3	6	16
CCCc1ccc(-c2cc(C(=O)Nc3ccc([N+](=O)[O-])cn3)c3ccccc3n2)cc1	-11	2	-2	-2	-6	-4	-6	-14	4
CC(C)c1nc2ccc(Br)cn2c1NC1CCCC1	-1	6	6	3	1	1	9	23	0
Nc1nonc1-n1nnc(C(=O)N/N=C/c2ccccc2F)c1CN1CCc2ccccc21	-6	1	6	6	9	-5	-7	13	6
CC1CCCC(NC(=O)C2CCN(C(=O)Nc3ccccc3)CC2)C1C (centres undefined)	6	-4	3	1	18	1	7	-1	0
O=C(CNS(=O)(=O)c1cccc(F)c1)OCC(=O)N1CCCC1=O	7	1	1	-3	30	4	.	9	8
CC(OC(=O)Cc1ccc(Br)cc1)C(=O)NC1CCCC1 (centres undefined)	.	6	10	6	24	.	.	.	5
O=C(Cn1cc2c(n1)CCCCC2)NCc1ccccc1	1	6	4	3	5	-1	6	11	1
O=C(Nc1cccnc1)c1cc(S(=O)(=O)N2CCOCC2)ccc1Br	13	2	4	8	8	3	-2	1	1
Cc1ccn2c(NC3CCCCC3)c(-c3cccc(SC4CCCCC4)c3)nc2c1	.	-1	7	4	7	.	.	.	8
CCN(C(=O)CCc1ccccc1)C1CCCCC1	-1	-6	0	8	-3	-3	4	3	-2
C/C(=N/NC(=O)CNC(=O)c1ccccn1)c1ccc([N+](=O)[O-])cc1	0	-1	4	5	1	5	10	1	2
COc1ccc(S(=O)(=O)N(C)CC(=O)NCc2ccc3c(c2)OCO3)cc1	3	6	-1	1	3	0	10	-13	-5
O=c1[nH]nc(SCCS(=O)(=O)c2ccc(F)cc2)n1-c1ccccc1	2	1	.	.	-2	1	8	-2	3
Cc1ccc(-c2noc(CSc3nnc(-c4cccs4)n3C)n2)cc1	3	-5	5	8	-11	1	18	4	5
Cc1ccc(OC(=O)c2cccc([N+](=O)[O-])c2)c(-n2nc3ccccc3n2)c1	-8	2	2	4	3	-2	4	-2	-7
COCc1cc(=O)[nH]c2cc(NC(=O)c3cccc(OC)c3)c(C)cc12	0	1	6	2	3	-3	1	1	12
CCCC(C)C(=O)OCC(=O)NCc1ccc(OC)c(OC)c1 (centres undefined)	4	3	-2	9	-7	-4	1	-1	2
CC(C)CN(C(=O)CCC(=O)OCC(=O)NCCc1ccccc1)c1c(N)n(CC(C)C)c(=O)[nH]c1=O	1	4	5	1	10	0	0	-4	4
C[C@H](NC(=O)C1CC(=O)N(c2ccc3c(c2)OCCO3)C1)C(=O)NCc1ccco1 (some centres undefined)	-8	4	8	3	-2	-4	-3	0	8
CCCCNC(=O)C1CCCN(S(=O)(=O)CC)C1 (centres undefined)	-15	-13	6	-1	-5	-7	8	-9	-3
Cc1ccccc1C(=O)NC1CCN(CC(=O)Nc2ccccc2)CC1	5	-2	2	-1	-3	3	5	-1	1
COc1ccc(CN(C)C(C)C(=O)Nc2ccc(S(=O)(=O)N3CCCC3)cc2)c(OC)c1OC (centres undefined)	8	-4	.	.	5	-2	11	-2	-4
Cc1ccc(NC(=O)CSCC(=O)NNC(=O)c2nn(C)c(=O)c3ccccc23)cc1	-1	-3	10	8	0	1	.	-2	-1
Cc1ccc2nc(-c3cc(-c4ccccc4)no3)cn2c1	-4	3	6	-1	-4	0	4	-5	3
CCCN1CCN(C(=O)c2oc3ccccc3c2NC(=O)C2CC2)CC1	1	-1	3	1	2	1	0	0	5
C#CCOCCOCCOCCNc1nc(N2CCOCC2)nc(N2CCN(C(=O)[C@H](CCC(=O)O)n3cc(C(N)[C@H](C)CC)nn3)CC2)n1 (some centres undefined)	-6	2	10	7	-5	-5	0	-3	-11
COc1cc2c(cc1OC)CN(C(=O)c1ccc(S(=O)(=O)N3CCCC3)cc1)CC2	5	-6	2	2	6	1	-2	6	-3
Cc1ccc(COn2c(-c3ccc(Cl)cc3)nc3ccc([N+](=O)[O-])cc32)cc1	5	-5	-4	-6	9	-1	5	0	0
O=C(O)CN1CCN(c2ncc(C(F)(F)F)cc2Cl)CC1	4	-2	0	1	2	-2	-2	-4	2
CC1(C)Cc2nc(NCCCO)c(C#N)cc2CO1	-9	-5	2	6	7	-4	-5	-6	2
O=C(CS(=O)c1ccc(C(F)(F)F)cc1[N+](=O)[O-])Oc1ccc(Cl)cc1 (centres undefined)	0	0	9	-5	24	0	4	2	1
NC(=O)c1ccccc1NC(=O)Nc1ccccc1Cl	-5	6	1	-4	8	-4	-2	-2	-4
COc1ccc2nc(SCC(=O)c3c(N)n(C4CC4)c(=O)[nH]c3=O)[nH]c2c1	10	5	-4	-6	13	7	.	3	-3
Cc1sc2nc3ccc(NCc4ccco4)nn3c(=O)c2c1C	2	-3	1	-4	12	-2	-2	-2	7
Cc1cc(C)c(S(=O)(=O)NC(C)C)c(C)c1-n1cnnn1	6	-2	8	0	8	0	-5	0	5
Cc1ccc(Cc2c(C)nc3nc(SCC(=O)NCCCN4CCCCCC4)nn3c2C)cc1	-4	3	.	.	53*	-1	-5	-2	-5
CC[C@]12c3[nH]c4ccc(Cl)cc4c3CCN1C(=O)[C@@H](CC(=O)NCCc1ccccn1)C[C@@H]2C(=O)N1CCN(C(=O)c2ccco2)CC1	.	-5	3	16	.	.	.	.	1
CCN(CC)C(=O)[C@H]1CC(CC(=O)NCc2cccc(C(F)(F)F)c2)C(=O)N2CCc3c([nH]c4ccc(OC)cc34)[C@]12C (some centres undefined)	.	3	6	8	.	.	.	.	10
CC(C)Cc1cc(C(C)(C)C)ccc1OC(=S)N(C)C	6	-4	7	15	2	0	-3	0	-1
CC(C)CC(=O)N1CCN(S(=O)(=O)c2ccc3ccccc3c2)CC1	8	-4	3	1	6	1	2	2	6
Cc1cc(C)n2c(SCC(=O)Nc3cc(S(=O)(=O)N(C)C)ccc3C)nnc2n1	.	1	5	9	24	.	.	.	3
O=C(CC1CC2CCC1C2)Nc1nc(-c2ccccn2)cs1 (centres undefined)	-1	-7	55*	2	9	1	0	-5	5
COc1ccc2oc(=O)c(/C(C)=N/Nc3nc(-c4cc(C)ccc4C)cs3)cc2c1	-2	0	3	-1	2	-5	2	-2	5
CN(C(=O)CSc1nc2ccccc2n1C)C1CCS(=O)(=O)C1 (centres undefined)	1	2	-2	13	1	1	.	-1	1
CCc1ccc2c(CN(C)Cc3ccc(OC(F)F)c(OC)c3)cc(=O)oc2c1	-5	2	7	2	-62	-1	3	1	6
C[C@]12c3[nH]c4cc(-c5ccco5)ccc4c3CCN1C(=O)[C@@H](CC(=O)NCC13CC4CC(CC(C4)C1)C3)C[C@@H]2C(=O)N1CCOCC1	.	-1	1	4	.	.	.	.	12
Cc1ccccc1CN1CCc2cc([N+](=O)[O-])ccc21	-2	-4	-1	11	23	0	-7	-3	5
O=C(NCC(c1cccs1)N1CCOCC1)c1cnc(Cl)c(Cl)c1 (centres undefined)	.	1	6	7	12	.	.	.	2
O=C(c1cc(-c2cccc(Cl)c2)on1)N1CCN(c2ccccc2)CC1	1	-3	8	-4	-4	-4	2	1	11
Cc1ccc(Cn2cc(S(=O)(=O)c3ccc(C(C)C)cc3)c(=O)c3cc4c(cc32)OCO4)cc1	0	0	-3	-2	-1	-6	-7	-5	-2
CCn1cc(C(=O)N2CCN(c3ccc(OC)cc3)CC2)c(=O)c2cc(S(=O)(=O)N3CCOCC3)ccc21	-1	-4	5	3	4	0	-7	1	5
CC1CCN(CCCNC(=O)Cn2ncc3c([nH]c4ccccc43)c2=O)CC1	-6	-5	2	1	17	1	0	1	1
Cc1ccccc1NC(=O)C1c2cccc[n+]2CC(=O)N1Cc1ccc2c(c1)OCO2 (centres undefined)	-6	-1	2	0	-1	-4	6	-1	0
COc1ccc2c(Cl)c(-c3nnc4n3CCCCC4)sc2c1	4	-1	2	3	3	0	-2	-4	9
CCC(C)NC(=O)c1ccc(CN2CCc3ccccc3C2)cc1 (centres undefined)	-5	3	2	5	-7	-1	8	0	-2
